High-throughput results from PubChem.
CCHF vOTU inh: CCHFV vOTU protease inhibition | 370,000 compounds, 0.55% hits | inhibition, % at 11.5 µM | AID 651958 | Pep-AMC fluorescence; further: 0% = vehicle wells with enzyme and 100% = no enzyme wells
Rv3671c inh: inhibitors of M. tuberculosis serine protease Rv3671c | inhibition, % at 5.96 µM | 320,000 compounds, 0.048% hits | AID 2606 | P9WHR9; in the data active means inhibition above about 38%;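 further: extracellular domain of Rv3671c used as enzyme; 0% = enzyme with DMSO and 100% = no enzyme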
GDH-TPI inh: counter-screen for M. tuberculosis FBA inhibitors: GDH-TPI coupled enzymes. GDH-TPI coupled enzyme counterscreen, NADH absorbance. inhibition, % at 4.8 µM. 360,000 compounds, 1.2% hits;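 further: 0% = DMSO wells and 100% = wells lacking the enzyme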
FadD28 binding: M. tuberculosis FadD28 bisubstrate binding inhibition; 360,000 compounds, 0.22% hits; AID 588549; inhibition, % at 12.5 µM; FadD28 bisubstrate probe binding, fluorescence polarization; in the data active means inhibition above about 8.5%, passing the limit was not always enough; inconclusive means no clear call, values can overlap the other calls
FBA Mtb inh: inhibitors of M. tuberculosis fructose-bisphosphate aldolase; P9WQA3; inhibition, % at 1 µM; purified M. tuberculosis FBA, fluorescence read-out; 360,000 compounds, 2.3% hits; in the data active means inhibition above about 27%;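 further: 0% = vehicle and 100% = reference inhibitor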
Target sequence (P9WQA3 whole entry, looked up): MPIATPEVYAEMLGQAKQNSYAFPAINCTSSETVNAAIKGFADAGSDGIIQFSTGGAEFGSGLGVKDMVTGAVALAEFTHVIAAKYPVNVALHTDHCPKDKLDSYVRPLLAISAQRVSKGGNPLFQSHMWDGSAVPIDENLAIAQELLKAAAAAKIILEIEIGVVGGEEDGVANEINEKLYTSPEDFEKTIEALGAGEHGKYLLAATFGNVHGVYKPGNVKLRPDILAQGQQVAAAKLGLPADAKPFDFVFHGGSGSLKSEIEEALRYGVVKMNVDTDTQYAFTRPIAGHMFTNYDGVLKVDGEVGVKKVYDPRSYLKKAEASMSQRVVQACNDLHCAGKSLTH
Mtb UGM inh: inhibitors of M. tuberculosis UDP-galactopyranose mutase; inhibition, % at 10 µM; P9WIQ1; AID 504406; purified UGM, fluorescence polarization probe displacement; 320,000 compounds, 0.06% hits; in the data active means inhibition above about 10%, passing the limit was not always enough; inconclusive means no clear call, values can overlap the other calls
Target sequence (P9WIQ1 whole entry, looked up): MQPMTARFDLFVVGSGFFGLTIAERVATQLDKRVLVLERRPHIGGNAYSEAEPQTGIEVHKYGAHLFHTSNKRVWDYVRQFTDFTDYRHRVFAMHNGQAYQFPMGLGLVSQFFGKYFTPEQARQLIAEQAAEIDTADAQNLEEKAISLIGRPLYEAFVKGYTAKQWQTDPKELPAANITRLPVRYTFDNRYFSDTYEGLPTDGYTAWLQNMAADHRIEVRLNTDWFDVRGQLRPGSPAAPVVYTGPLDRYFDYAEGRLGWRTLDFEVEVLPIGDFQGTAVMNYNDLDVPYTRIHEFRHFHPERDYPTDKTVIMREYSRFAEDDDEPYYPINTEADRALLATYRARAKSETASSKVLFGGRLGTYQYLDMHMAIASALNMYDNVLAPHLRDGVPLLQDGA
BoNT F protease: inhibitors of Botulinum neurotoxin F light chain protease; inhibition, % at 10 µM; AID 588497; Multiplex microsphere protease cleavage assay, flow cytometry; 360,000 compounds, 0.22% hits; in the data active means inhibition above about 35%, passing the limit was not always enough; inconclusive means no clear call, values can overlap the other calls; further: plate controls were buffer without enzyme for full effect and enzyme alone for no effect
BioA inh: inhibitors of Mycobacterium tuberculosis BioA enzyme; purified M. tuberculosis BioA enzyme, plate reader; inhibition, % at 9.99 µM; 360,000 compounds, 0.096% hits; AID 602481; in the data active means inhibition above about 40%; inconclusive means no clear call, values can overlap the other calls
MazEF act: increases E. coli MazEF RNase cleavage of RNA. P0AE70. activation, % at 20 µM. FAM/BHQ RNA-DNA oligo cleavage fluorescence, 5 h. AID 504720. 350,000 compounds, 0.32% hits; in the data active means activation above about 50%
Target sequence (P0AE70 whole entry, looked up): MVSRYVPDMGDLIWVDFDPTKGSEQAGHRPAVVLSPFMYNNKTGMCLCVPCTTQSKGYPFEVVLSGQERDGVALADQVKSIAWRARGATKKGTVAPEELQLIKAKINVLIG
VHR inh abs: inhibitors of human VHR1 phosphatase (DUSP3); inhibition, % at 13.3 µM; AID 1654; 290,000 compounds, 0.52% hits; P51452; recombinant VHR phosphatase, pNPP absorbance; in the data active means inhibition above about 50%; further: some compounds called inactive have numbers as strong as hits
Target sequence (P51452 whole entry, looked up): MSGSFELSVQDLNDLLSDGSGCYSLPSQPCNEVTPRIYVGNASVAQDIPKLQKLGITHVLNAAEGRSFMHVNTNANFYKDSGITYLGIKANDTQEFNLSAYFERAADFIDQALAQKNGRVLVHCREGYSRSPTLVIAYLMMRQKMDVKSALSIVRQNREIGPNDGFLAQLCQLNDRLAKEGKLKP
Starred values were filed as active, the others as inactive; ? = inconclusive; nt = no result given. Unless noted, no stated cut-off is given here; in the data, active means inhibition above about 30%; inactive means the rest.

SMILES	CCHF vOTU inh	Rv3671c inh	GDH-TPI inh	FadD28 binding	FBA Mtb inh	Mtb UGM inh	BoNT F protease	BioA inh	MazEF act	VHR inh abs
O=C(O)CN1C(=O)/C(=C\c2cccc(OCc3ccc(F)cc3)c2)SC1=S	36*	nt	18	-4.0	-1	1.3	25	5.4	-3	-11
CCn1c(C)cc(/C=C2\NC(=O)N(Cc3ccccc3)C2=O)c1C	3	-2	6	1.7	3	-0.9	-11	0.3	2	10
CSCCC(c1nnnn1Cc1ccccc1)N1CCC(n2c(=O)[nH]c3ccccc32)CC1 (stereo not given)	3	nt	nt	-1.8	2	nt	2	0.5	nt	nt
COc1cc(OC)c(OC)cc1CNC(C)C(O)c1ccccc1 (stereo not given)	-4	8	-1	-1.8	6	-1.0	-3	-2.5	3	0
Cc1c(C)n(C)c2ccc(C(=O)NCCCN3CCN(C)CC3)cc12	0	-3	6	0.3	4	-0.8	-7	-0.2	9	-2
CC(=O)Nc1ccc(NC(=O)Cc2sc(C)nc2-c2ccc(C)cc2)cc1	-12	-7	2	-0.9	0	nt	-6	nt	1	8
CCCCc1nnc(NC(=O)CCc2ccccc2)s1	-12	nt	12	-0.8	4	-0.6	-14	0.7	-4	17
Cc1ccc(-n2nnnc2C(Cl)c2nnnn2-c2ccc(C)cc2)cc1	0	nt	-1	0.5	7	nt	1	nt	1	25
CCCCOC(=O)C1=C(C)NC(=O)NC1c1ccc(OC)cc1 (stereo not given)	-6	-5	-3	-4.7	-2	0.4	?	-2.8	1	-28
CN(CC(=O)Nc1ccc(F)c(F)c1F)C(=O)Cc1ccc2c(c1)OCCO2	-4	-4	-1	-0.2	0	-0.9	-3	0.3	-1	19
CN1CCN(C(=S)Nc2cc([N+](=O)[O-])ccc2Cl)CC1	1	-8	13	-0.5	2	0.0	-3	0.2	3	5
CCCC1=[N+](CC(=O)c2ccccc2)CCn2c(C)ccc21	-11	7	35*	0.8	-4	-1.2	-18	1.8	7	19
O=C(COC(=O)COc1ccccc1)Nc1ncc(Cl)cc1Cl	9	2	3	-2.3	7	-1.2	-4	1.6	11	nt
CC(=O)OC1CCC2C3CCC4OC(=O)CCC4C3CCC12C (stereo not given)	7	nt	1	-1.7	-1	nt	-5	1.0	-6	nt
CC(=O)/C=C1/C(=O)Nc2ccccc21	1	-3	0	-0.5	-1	-3.1	7	nt	1	16
Cc1sc2ccccc2c1CNC[C@H]1O[C@@H](n2cnc3c(N)ncnc32)[C@H](O)[C@@H]1O	0	6	5	-2.0	-1	1.1	1	-0.4	2	nt
O=C(c1ccc(N2C(=O)CCC2=O)cc1)N1CCOCC1	-7	2	3	-3.5	-4	1.2	2	-0.6	2	29
CC(=O)c1ccc(Nc2nc(N3CCOCC3)nc(N3CCOCC3)n2)cc1	-5	7	12	-2.6	-3	1.3	-33	0.1	5	12
COc1cc(NS(=O)(=O)c2ccc(OC)c(C)c2C)c(OC)cc1Cl	13	-5	8	-4.3	1	-1.1	-2	2.6	8	-8
CC(C)c1cccc(-c2csc(C(C)(O)c3ccncc3)n2)c1 (stereo not given)	-1	nt	2	-2.5	0	nt	8	-0.4	nt	nt
Cc1cccc(-c2nnc(-c3ccc4ccccc4c3)o2)c1	-19	nt	3	-2.3	5	nt	2	0.8	-1	nt
Cc1ccc(NC(=O)CC2C(=O)N(Cc3ccccc3)C(=S)N2NC(=O)c2ccccc2)c(C)c1 (stereo not given)	0	-17	5	-1.0	2	0.7	8	nt	5	-7
Cc1cc(C(=O)N2CCN(c3ncccn3)CC2)sc1-c1ccccc1	-8	1	6	-0.5	-2	-1.1	-4	0.5	-3	nt
Nc1ccc(N=Nc2ccccc2)c(N)n1	16	4	14	1.2	-14	nt	-67	2.2	2	9
Cc1ccccc1NC(=O)Nc1ccc2c(c1)CCC2	11	2	-6	2.5	1	2.0	-6	-1.1	-8	27
CCOC(=O)NC(=O)/C(N=Nc1cccc(C(F)(F)F)c1)=C(\C)O	7	9	9	-1.8	-1	0.2	0	nt	2	6
COc1cc2c(cc1OC)CN(C1CCC(C(C)(C)C)CC1)CC2 (stereo not given)	-5	nt	-1	-5.2	2	nt	3	-0.5	-5	nt
COc1ccc(-c2noc(C3CCCN(C(=O)Nc4ccccc4)C3)n2)cc1 (stereo not given)	0	-2	-1	-0.5	-2	0.0	0	nt	-5	8
O=C(CSc1ccc(-c2cccc([N+](=O)[O-])c2)nn1)NCc1ccccc1	-7	-3	-2	-0.6	0	-0.3	-5	nt	-2	15
CCOC(=O)c1ccc(NC(=O)Cn2nnc(-c3ccccc3F)n2)cc1	7	-8	2	-0.7	-3	0.3	-7	nt	-2	-14
CN(Cc1ccco1)C(=O)Cn1c(=O)oc2cc(S(=O)(=O)NCc3ccccc3)ccc21	-3	-3	-4	-1.3	0	0.3	-5	-0.9	11	3
O=C(Cn1c(NCCO)nc2ccccc21)c1ccc(F)cc1	-3	1	-9	-3.9	-3	2.4	-5	-0.3	2	16
Cn1c(=O)c2[nH]c(N3CCN(c4cccc(O)c4)CC3)nc2n(C)c1=O	-7	6	1	-4.1	-3	-0.4	-14	nt	2	-17
O=C(COC(=O)c1ccccc1OC(F)F)Nc1ccc2[nH]c(=O)[nH]c2c1	-4	2	8	-0.1	3	3.4	10	-2.3	-14	nt
CCOC(=O)c1ccc(Oc2cn[nH]c2-c2ccc(OCC(=O)NN)cc2O)cc1	-3	-30	0	-1.3	0	1.0	?	-1.5	7	24
CCS(=O)(=O)c1nc(S(=O)(=O)c2ccc(Cl)cc2)c(N2CCN(CCO)CC2)s1	11	0	5	-3.2	0	2.8	-12	0.9	7	2
C[C@@H]1CN(C(=O)c2cc(COc3cccc(C(F)(F)F)c3)on2)C[C@H](C)O1	22	3	0	-0.4	2	0.8	-4	0.1	5	-16
O=C(O)C1CCCN1S(=O)(=O)c1ccc(F)cc1 (stereo not given)	-9	-5	14	-0.7	-1	1.4	-19	-1.2	13	26
Cc1onc(-c2c(F)cccc2Cl)c1C(=O)N1CCN(S(C)(=O)=O)CC1	-3	-3	0	0.9	0	-2.3	6	nt	3	3
COc1ccc(NC(=O)CC2(CC(=O)O)CCCC2)cc1	-4	-1	13	0.1	3	1.4	-5	-2.1	4	24

Some values from the entries so far:
COc1ccc(-c2noc(C3CCCN(C(=O)Nc4ccccc4)C3)n2)cc1 (stereo not given) | GDH-TPI inh = -1
C[C@@H]1CN(C(=O)c2cc(COc3cccc(C(F)(F)F)c3)on2)C[C@H](C)O1 | MazEF act = 5
Cn1c(=O)c2[nH]c(N3CCN(c4cccc(O)c4)CC3)nc2n(C)c1=O | Rv3671c inh = 6
O=C(Cn1c(NCCO)nc2ccccc21)c1ccc(F)cc1 | BioA inh = -0.3
CN(Cc1ccco1)C(=O)Cn1c(=O)oc2cc(S(=O)(=O)NCc3ccccc3)ccc21 | MazEF act = 11

Continued.
SMILES	CCHF vOTU inh	Rv3671c inh	GDH-TPI inh	FadD28 binding	FBA Mtb inh	Mtb UGM inh	BoNT F protease	BioA inh	MazEF act	VHR inh abs
Cc1cc(NC(=O)C(=O)c2c(C)[nH]c3ccccc23)no1	-5	-8	6	-1.0	0	1.5	-3	-0.5	-4	27
CCOn1c(-n2nc(C)cc2C)nc2ccccc2c1=O	3	-7	-4	-4.3	1	-3.5	-1	1.2	5	33
COC(=O)C1=C(c2ccccc2)C[C@@H]2CC[C@H]1N2C(=O)N1CCCCC1	-4	-4	-1	-4.1	-2	-2.3	2	-3.5	-18	nt
O=C(CSc1n[nH]c(-c2ccc(Br)cc2)n1)NC1CCCC1	4	-4	-2	-2.2	0	1.0	-3	-2.6	4	nt
Cc1cccc(CSCCNC(=O)CN(c2cc(C)cc(C)c2)S(C)(=O)=O)c1	10	-2	6	-2.9	2	1.5	-2	-1.2	2	-8
Cc1ccc(-c2c(C#N)c(N)n(-c3ccc(C)cc3)c(=O)c2C#N)cc1	6	-8	40*	-0.2	2	-3.2	-20	-1.9	5	30
N=C1/C(=C\c2ccc(-c3cccc(Cl)c3)o2)C(=O)N=C2SC=C(c3ccccc3)N12	27	-20	6	-2.6	1	-2.3	-1	nt	-3	-4
c1ccc2c(c1)Sc1ccccc1N2CC1CN2CCC1CC2 (stereo not given)	9	1	-5	-2.7	5	-0.1	-10	1.5	19	20
CCOC(=O)CNC(=O)N1Cc2cc(N3CCCCC3)ccc2-n2nncc2C1	nt	nt	nt	-1.9	0	nt	2	-0.2	nt	nt
Cc1ccc(-c2cc(C(=O)NCc3ccco3)c3ccccc3n2)o1	-25	-15	-1	-0.6	2	0.4	3	-0.9	16	33
CC(C)=N/N=C1\NC(=O)C(C)S1 (stereo not given)	0	2	7	-0.6	-1	-1.8	-3	nt	-2	27
CN(CC(=O)Nc1cccc(F)c1)C(=O)c1ccc(C2SCCS2)cc1	-1	8	11	0.2	1	-2.2	-5	-0.4	-1	nt
O=c1[nH]c2c(s1)C(c1ccc(O)cc1)C1C3CCC(C3)C1S2 (stereo not given)	6	-1	2	0.9	0	?	-8	1.6	4	2
CC(C)CN1CCC(C(=O)N2CCN(c3ccccc3F)CC2)CC1	-2	1	9	0.5	-2	-1.0	11	-4.6	1	-11
COc1cc(C(C)=O)ccc1OCC(=O)OCCCOC(=O)COc1ccc(C(C)=O)cc1OC	19	2	-8	-1.4	0	1.4	5	0.7	7	2
Cc1ccc(NC(=O)c2cccc(S(C)(=O)=O)c2)cc1	0	0	1	0.3	2	1.0	-6	nt	-21	15
CC(=O)c1ccc(Nc2nc3ccc(C)cc3n3cnnc23)cc1	-8	-8	6	1.4	5	1.9	10	-0.8	6	nt
CCOC(=O)N1CCN(Cc2nc(N)nc(Nc3ccccc3C)n2)CC1	nt	4	-6	-3.7	3	2.8	-2	-1.0	0	-17
CC1(C(=O)NS(=O)(=O)C2CC2)CCCN(C(=O)C2(c3ccc(Cl)cc3)CCCC2)C1 (stereo not given)	-3	nt	2	-0.6	-2	nt	-3	-0.7	nt	nt
C/C=C\C=C\C(=O)N1CC2(CC(c3cccc(NC(=O)COc4ccc(Cl)cc4)c3)=NO2)C[C@H]1C(N)=O (stereo not given in full)	8	-20	2	-7.8	7	2.1	2	-2.4	-5	7
COc1ccc(C(CNC(=O)c2ccc(S(=O)(=O)N3CCOCC3)cc2)N2CCCCC2)cc1 (stereo not given)	3	4	5	-3.1	1	0.3	8	-3.7	-7	nt
Cn1nnnc1SCCNCc1ccccc1OCc1ccccc1Cl	-8	-15	0	-3.7	1	-1.9	-14	0.8	0	24
COc1ccc(N2CCN(C(=O)CCc3ccc(S(=O)(=O)NC(C)C)cc3)CC2)cc1	14	-6	16	-0.8	3	2.4	0	-1.0	-5	9
Cc1ccc(S(=O)(=O)N2CCCC2)cc1C(=O)N1CCC(C)CC1	-2	9	10	-1.1	4	-0.1	-4	-1.0	4	-14
[O-]/[N+](=C\c1ccccc1)c1ccc(Br)cc1	-3	-1	-4	-1.0	-1	-0.4	-4	0.3	6	nt
COC(=O)C(Cc1ccccc1)NC(=O)CSc1nc(C)cc(=O)[nH]1 (stereo not given)	6	-3	-5	-0.1	2	0.9	-5	0.3	8	-13
COc1ccccc1CNC(=O)CCSCc1cccc(Cl)c1	3	-6	4	-1.9	-2	0.0	-2	nt	-5	17
O=C(CSc1nccc2ccccc12)N1CCN(Cc2ccc3c(c2)OCO3)CC1	6	11	12	0.6	5	1.0	-2	7.5	0	nt
COCCCNS(=O)(=O)c1ccc2[nH]c(=O)[nH]c2c1	10	3	-8	-3.3	-1	0.5	-3	-2.0	7	5
O=C1CC(c2ccco2)CC2=C1C(c1ccccc1)n1nc(C(F)(F)F)nc1N2 (stereo not given)	4	-8	13	-2.6	28*	0.1	9	-1.9	4	-6

Compound profiles (already shown). Screens in order: CCHF vOTU inh	Rv3671c inh	GDH-TPI inh	FadD28 binding	FBA Mtb inh	Mtb UGM inh	BoNT F protease	BioA inh	MazEF act	VHR inh abs
COc1ccc(C(CNC(=O)c2ccc(S(=O)(=O)N3CCOCC3)cc2)N2CCCCC2)cc1 (stereo not given) in the list: 3	4	5	-3.1	1	0.3	8	-3.7	-7	nt
COc1ccccc1CNC(=O)CCSCc1cccc(Cl)c1 in the list: 3	-6	4	-1.9	-2	0.0	-2	nt	-5	17
